# Compound activity from PubChem.
# TexasRed autofl – qHTS Assay for Spectroscopic Profiling in Texas Red Spectral Region | Compound fluorescence, Texas Red channel, 547/618 nm; stronger effect = higher value | max dye-equivalent concentration, M | actives 0.06% (n = 59,000); in the data active = max dye-equivalent concentration above about 10 nM; inconclusive = between about 1.1 nM and that limit
#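 Spectral interference profiling: each compound concentration's relative fluorescence, read with a 547 nm excitation and 618 nm emission filter pair, was normalized to a per-plate Texas Red standard curve.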
# CRE-bla Fsk – Cell signaling CRE-BLA (Fsk stim); AID 662, 2007; Potency, µM (highest dose often 38.2 µM), inactives show at the top dose activity change, negative = inhibition, most hits filed as activators; actives 2.5% (n = 71,000); CHO CRE-bla reporter (cAMP response element driving beta-lactamase), forskolin EC10, beta-lactamase ratio; active = well fitted activation curve with a large enough effect in the signal ratio, with a control signal flat, not every such curve was filed as active; inconclusive = small, poorly fitted or top-dose-only effect, or effect the other way, or a change in a side signal; the % refers to the signal ratio; also: potency is read from the fitted curve at half-maximal effect; % of control where 0% means no effect
#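 The 460nm/530nm emission ratio after CCF4 loading defined %Activity, from which AC50 values were obtained. CRE-bla CHO cells received compound dilution series together with an EC10 level of NKH 477 for 3 hours at 37 degrees Celsius.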
# Rhodamine fluor – qHTS Assay for Spectroscopic Profiling in Rhodamine Spectral Region. Rhodamine-region fluorescence, 547/598 nm, Tris buffer; stronger effect = higher value. max dye-equivalent concentration, M. actives 0.05% (n = 59,000). AID 594, 2007; in the data active = max dye-equivalent concentration above about 11 nM; inconclusive = between about 1.1 nM and that limit
#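 Intensities are converted to rhodamine-equivalent concentration using a six-point rhodamine standard on each plate. Compounds sit 15 min at room temperature in 100 mM Tris buffer, pH 8.0; read uses the 547/598 nm excitation/emission pair.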
# DNA Pol III inh – qHTS Assay for Inhibitors of DNA Polymerase III Holoenzyme System. reconstituted DNA polymerase III holoenzyme replication, biochemical. Potency, µM (top dose mostly 57.1 µM), for the others: at the top dose activity change, negative = inhibition. actives 0.25% (n = 71,000); also: potency is read from the fitted curve at half-maximal effect; % is scaled to controls: 0 for no effect and ±100 for the full control effect
#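 Reconstituted *E. coli* holoenzyme (0.35 nM Pol III, 1 nM beta, 154 nM SSB, 2 nM primase) was preincubated with compound for 15 min at RT. Synthesis on 1.4 nM ssM13Gori ran 35 min, then was stopped with PicoGreen/EDTA and read as dsDNA fluorescence.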
# Luciferase inh – qHTS Assay for Inhibitors of Firefly Luciferase. Luciferin 4-monooxygenase (Photinus pyralis), P08659. purified firefly luciferase, luminescence, 8 min. Potency, µM (highest dose often 57.1 µM), without a hit: top-dose activity change, negative = inhibition, usual class: inhibitors. actives 2.2% (n = 72,000). AID 411, 2009; also: potency is read from the fitted curve at half-maximal effect; % is scaled to controls: 0 for no effect and ±100 for the full control effect; nearly all actives have a fitted effect of over 40% in size
#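 Here, luciferase activity is measured as luminescence following an 8 min room-temperature reaction at 10 uM ATP, pH 7.2. Every library sample is titrated.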
# 15-hLO inh – qHTS Assay for Inhibitors of 15-hLO (15-human lipoxygenase) | purified 15hLO-1, xylenol orange hydroperoxide absorbance | AID 887, 2007 | Polyunsaturated fatty acid lipoxygenase ALOX15 (Homo sapiens), P16050 | Potency, µM (top dose mostly 57.1 µM), for inactives: at the highest dose activity change, negative = inhibition, most hits filed as inhibitors | actives 1.4% (n = 74,000); also: potency is read from the fitted curve at half-maximal effect; % is scaled to controls: 0 for no effect and ±100 for the full control effect; nearly all actives have a fitted effect of over 55% in size
# Target sequence (P16050 whole entry, looked up): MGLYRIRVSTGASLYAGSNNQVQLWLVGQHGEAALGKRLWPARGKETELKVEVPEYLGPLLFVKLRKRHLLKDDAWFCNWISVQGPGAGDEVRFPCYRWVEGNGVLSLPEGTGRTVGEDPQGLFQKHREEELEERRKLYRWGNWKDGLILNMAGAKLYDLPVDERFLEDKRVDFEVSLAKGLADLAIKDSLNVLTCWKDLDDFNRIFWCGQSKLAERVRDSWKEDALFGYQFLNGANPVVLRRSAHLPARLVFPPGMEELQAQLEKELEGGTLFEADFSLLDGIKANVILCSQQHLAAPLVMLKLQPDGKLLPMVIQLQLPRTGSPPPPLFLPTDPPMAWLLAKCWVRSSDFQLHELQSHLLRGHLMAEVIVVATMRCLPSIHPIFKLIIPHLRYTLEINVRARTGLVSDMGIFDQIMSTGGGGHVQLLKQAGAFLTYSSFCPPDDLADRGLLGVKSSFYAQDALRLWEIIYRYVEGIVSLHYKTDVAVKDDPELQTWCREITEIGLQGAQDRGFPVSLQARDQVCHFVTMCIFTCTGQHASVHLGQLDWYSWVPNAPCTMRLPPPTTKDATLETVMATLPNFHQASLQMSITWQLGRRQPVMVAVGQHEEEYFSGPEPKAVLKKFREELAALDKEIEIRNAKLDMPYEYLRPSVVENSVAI
#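 Purified human 15hLO-1 (40 nM) in 25 mM Hepes pH 7.5, 0.01% Triton X-100, preincubated 15 min RT with compound, then 50 uM arachidonic acid for 6 min. Hydroperoxide read by ferrous/xylenol orange, 30 min; 573/405 nm absorbance ratio gave progress.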
# HADH2 inh – qHTS Assay for Inhibitors of HADH2 (Hydroxyacyl-Coenzyme A Dehydrogenase, Type II); Potency, µM (series often up to 57.1 µM), for the others: at the highest dose activity change, negative = inhibition, most hits filed as inhibitors; AID 886, 2007; actives 3.4% (n = 73,000); 3-hydroxyacyl-CoA dehydrogenase type-2 (Homo sapiens), Q99714; recombinant HADH2, NADH fluorescence, beta-hydroxybutyryl-CoA; also: potency is read from the fitted curve at half-maximal effect; % is scaled to controls: 0 for no effect and ±100 for the full control effect; nearly all actives have a fitted effect of over 60% in size; many of its hits are not listed in these tables
# Target sequence (Q99714 whole entry, looked up, one chain of several): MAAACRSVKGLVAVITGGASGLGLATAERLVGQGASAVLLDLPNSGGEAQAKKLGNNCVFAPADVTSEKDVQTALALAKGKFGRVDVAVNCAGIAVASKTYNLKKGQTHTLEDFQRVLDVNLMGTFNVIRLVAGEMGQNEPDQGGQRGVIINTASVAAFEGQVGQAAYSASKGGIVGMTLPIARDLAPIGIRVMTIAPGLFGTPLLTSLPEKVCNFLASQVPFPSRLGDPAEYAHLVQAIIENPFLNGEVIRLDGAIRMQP
#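 20 nM HADH2 + cpd, 15 min RT; add 1 mM NAD+/90 uM beta-hydroxybutyryl-CoA; kinetic fluorescence 360/450 nm, 4 min. Tris-HCl pH 9.0, 0.01% Tween-20.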
# Tau filament bind – qHTS Assay for Tau Filament Binding | Microtubule-associated protein tau (Homo sapiens), P10636 | recombinant tau filaments, thioflavin S fluorescence, 15 h; filaments grown with octadecylsulfate alongside compound | Potency, µM (titrated, usually from 57.1 µM), without a hit: top-dose activity change, negative = inhibition | actives 2% (n = 71,000) | AID 596, 2007;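 also: potency is read from the fitted curve at half-maximal effect; % is scaled to controls: 0 for no effect and ±100 for the full control effect; actives lower thioflavin S fluorescence by blocking filaments or displacing dye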
#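 ThS-based fibril read: tau 1 uM final, inducer ODS 30 uM final, 37 C for 15 h, ex 450/em 510 nm.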
# Hsp90 Hop PPI – qHTS Assay for Disrupters of an Hsp90 Co-Chaperone Interaction | Hsp90 C-terminal peptide / TPR2A (Hop) interaction, human | AlphaScreen TPR2A-His6 binding biotin-Hsp90 C-terminal peptide | Potency, µM (series often up to 57 µM), inactives show at the highest dose activity change, negative = inhibition | actives 0.44% (n = 71,000) | AID 595, 2007; active = well fitted curve in either direction with a large enough effect; inconclusive = small, poorly fitted or top-dose-only effect, or another doubt; also: potency is read from the fitted curve at half-maximal effect; % is scaled to controls: 0 for no effect and ±100 for the full control effect; many of its hits are not listed in these tables
# HBB splicing – qHTS Assay for Modulators of Hemoglobin Beta Chain Splicing | HBB splicing reporter cell assay, activation; EGFP reporter with mutant IVS2-654 intron; response scale: normalised to 500 nM splice-correcting PNA | Potency, µM (titrated, usually from 46.1 µM), without a hit: top-dose activation, usual class: activators | actives 0.06% (n = 65,000) | AID 925, 2007; also: potency is read from the fitted curve at half-maximal effect; 0% is about no effect
#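 Compounds were applied for 2 days to HeLa EGFP-654 cells, 500/well in Optimem with 2% FCS. The reporter's EGFP is disrupted by mis-splicing of beta-globin intron IVS2-654. Readout: summed well GFP fluorescence from 488 nm laser scanning; reference was 500 nM antisense […] 654 PNA.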
# ERK AVP inh – qHTS Assay for Inhibitors of the ERK Signaling Pathway using a Homogeneous Screening Assay; Potency, µM (doses to about 57.5 µM), without a hit: top-dose activity, negative = inhibition, hits mostly inhibitors; actives 0.99% (n = 72,000); HEK293-V1b, vasopressin-stimulated pERK AlphaScreen; AID 995, 2007; also: potency is read from the fitted curve at half-maximal effect; % is scaled to controls: 0 for no effect and ±100 for the full control effect; nearly all actives have a fitted effect of over 55% in size
#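 V1b-HEK293 cells; cpd 30 min 37C; 25 nM vasopressin 5 min; lyse 10 min; AlphaScreen beads 5 hr RT. Normalized to DMSO basal and 25 nM vasopressin; AC50 by Hill fit.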
# The depositor's hits bear a star; i = inactive; u = inconclusive; x = no result given; [ ] = another dose, or the depositor's remark. Unless noted, calls follow the shape of the dose curve; as a rule, active = well fitted curve in the direction sought with a large enough effect; inconclusive = small, poorly fitted or top-dose-only effect, or another doubt; inactive = no such curve, though single readings can be large; an effect the other way counts as inactive or inconclusive. A portion of the library; rates above refer to the full screens.
item	compound	TexasRed autofl	CRE-bla Fsk	Rhodamine fluor	DNA Pol III inh	Luciferase inh	15-hLO inh	HADH2 inh	Tau filament bind	Hsp90 Hop PPI	HBB splicing	ERK AVP inh
1	O=C(CC(c1ccco1)C1CCCCC1=O)c1ccco1 (stereo not given)	u	-4%	i	-7%	0%	-9%	0%	8%	-1%	-1.3%	-13%
2	COc1cc(S(=O)(=O)n2nnc3ccccc32)c(OC)cc1Cl	u	u	i	5%	1%	-12%	u	-5%	4%	1.2%	-1%
3	COc1ccc(C(=O)N2CCCCC2)cc1S(=O)(=O)Nc1ccccc1	i	u	i	5%	2%	4%	7%	-11%	2%	-0.8%	11%
4	CCCn1nc(C(=O)NCCN2CCOCC2)c2ccccc2c1=O	i	u	i	-5%	1%	3%	3%	-6%	0%	-0.4%	9%
5	CC(C)(C)c1[nH]nc2c1C(Cc1ccccc1)C(C#N)=C(N)O2 (stereo not given)	u	-3%	i	-10%	0%	-2%	4%	-1%	-8%	1.8%	-15%
6	CCN(CC)C(=O)C(C)N(C#N)c1nc(NC(C)C)nc(NC(C)C)n1 (stereo not given)	x	15%	x	2%	0%	-5%	-2%	-13%	-3%	0.4%[9.22 µM]	-2%
7	COc1cccc(CN(C(=O)c2ccco2)C(C(=O)NC2CCCC2)c2cccnc2)c1 (stereo not given)	i	0%	i	5%	3%	5%	9%	-2%	1%	x	8%
8	CCCC(=O)Nc1nn(C)c2nc3cc(C)ccc3cc12	i	u	i	-1%	-3%	3%	2%	-20%	-1%	3.1%[0.369 µM]	15%
9	O=c1c(N2CCOCC2)nsnc1N1CCOCC1	x	u	x	0%[11.4 µM]	0%	-5%[11.4 µM]	-9%[11.4 µM]	-16%[11.4 µM]	-7%[11 µM]	-2.3%[0.0738 µM]	-4%
10	CC(=O)OCC(=O)[C@@]1(OC(C)=O)[C@H](C)C[C@H]2[C@@H]3C[C@H](F)C4=CC(=O)C=C[C@@]4(C)[C@]3(F)[C@H](O)C[C@@]21C	i	-5%[17.1 µM]	i	-3%[25.6 µM]	10%[25.5 µM]	0%[25.6 µM]	-5%[25.6 µM]	7%[25.6 µM]	-6%[26 µM]	-1.2%[20.6 µM]	20%[25.7 µM]
11	Cc1ccc(S(=O)(=O)NC2=NCN(CCN3CCOCC3)CN2)cc1	i	5%	i	2%	2%	7%	8%	-3%	-1%	-2.0%[57.5 µM]	7%
12	CCCC1C2CN(C(C)C)CC=C2C(C#N)=C(N)C1(C#N)C#N (stereo not given)	u	10%	i	-1%	-3%	u	u	i	-19%	x	8%
13	COc1ccc(N(C(=O)c2ccco2)C(C(=O)NC2CCCC2)c2ccc(N(C)C)cc2)cc1OC (stereo not given)	i	-5%	i	-1%	-2%	9%	-5%	-2%	-5%	-0.2%[57.5 µM]	-15%
14	COc1ccc(N2C(=O)CSC23C(=O)Nc2ccccc23)cc1OC (stereo not given)	u	-13%	i	2%	1%	-3%	-3%	-9%	-9%	0.2%	u
15	Cc1noc(C)c1S(=O)(=O)N1CCC(C(=O)NCCN2CCC(C)CC2)CC1	i	0%	i	-8%	0%	-2%	0%	2%	-1%	-1.4%	9%
16	CC1CC(C(O)c2ccccn2)C(=O)C(C(O)c2ccccn2)C1 (stereo not given)	i	-1%	i	0%	1%	-1%	-4%	-5%	-23%	-0.6%	-3%
17	CSc1ccccc1NC(=O)c1cc(-c2cccs2)on1	i	u	i	0%	-6%	-5%	u	73%	4%	-1.5%	30%
18	COc1ccc(C(=O)NC2CCN(C(=O)NC3CCCCC3)CC2)cc1	u	-1%	i	-3%	4%	9%	5%	0%	-1%	x	-3%
19	COc1ccc(N2CCN(Cc3cc(=O)oc4cc(C)c(Cl)c(C)c34)CC2)cc1	u	-1%	i	-6%	1%	-9%	22%	u	-27%	0.5%[57.5 µM]	-7%
20	O=c1c2cccc3c(N4CCOCC4)ccc(c32)c2nc3ccccc3n12	i	u	i	0%	3%	2%	7%	6%	1%	0.2%	-8%
21	O=C(c1cccc(OC(F)F)c1)N1CCN(c2ncccn2)CC1	i	5%	i	0%	2%	1%	5%	2%	0%	-0.2%	16%
22	CC(=O)c1cc(C#N)c(SCC(=O)OC(C)(C)C)nc1C	i	u	i	-3%	1%	-9%	-1%	-8%	2%	11%[0.369 µM]	9%
23	COCCCNC(=O)C1CCCN(C(=O)Nc2ccc(OC)cc2)C1 (stereo not given)	i	-10%	i	-3%	2%	-1%	5%	-3%	-3%	-2.7%	-2%
24	COc1cc(C)nc(NS(=O)(=O)c2ccccc2)n1	i	6%	i	-4%	1%	8%	3%	0%	-2%	0.2%	-17%
25	C=CCSc1nnc(Cc2c(C)[nH]c3ccccc23)o1	x	4%	x	0%	-3%	3%	-4%	29%	-7%	0.5%	-17%
26	COC(=O)c1[nH]c2cc(OC)c(OC)cc2c1NC(=O)CN1CCN(Cc2ccccc2)CC1	i	10µM*	i	0%	-1%	9%	25µM*	46%	-3%	7.6%[1.84 µM]	10µM*
27	CC(C)C(C(=O)Nc1cccnc1)N1C(=O)c2ccccc2C1=O (stereo not given)	i	u	i	-1%	3%	7%	17%	4%	-2%	-1.0%	-8%
28	Cc1csc(=Nc2ccc(S(=O)(=O)N3CCOCC3)cc2)n1Cc1ccco1	i	14%	i	-21%	-14%	-1%	2%	8%	u	-0.2%[57.5 µM]	2%
29	FC(F)(F)c1cc(-c2ccccc2)nc(NCC2CCCO2)n1 (stereo not given)	i	u	i	1%	-1%	u	-5%	-25%	32µM*	-2.5%	135%[activator]
30	c1ccc2oc(C3=NCCN3)cc2c1	x	-3%	x	-2%	-2%	-6%[25.6 µM]	2%	27%	0%	x	-11%
31	CCn1c(=O)cc(SCC(=O)Nc2cccnc2)c2ccccc21	u	u	i	-10%	0%	2%	u	8%	0%	0.2%[0.369 µM]	-8%
32	OC1CCN(c2c3c(nc4cc(-c5cccc(F)c5)nn24)CCCC3)CC1	i	3.2µM*	i	1%	-4%	u	u	26%	3%	-0.4%[57.5 µM]	8%
33	Cn1cc(Cl)c(C(=O)NC2CCCCCC2)n1	i	1%	i	-1%	-1%	2%	10%	-5%	-2%	2.3%	-8%

# Arranged by count of non-hydrogen atoms (lowest first): some entries from above.
item	compound	TexasRed autofl	CRE-bla Fsk	Rhodamine fluor	DNA Pol III inh	Luciferase inh	15-hLO inh	HADH2 inh	Tau filament bind	Hsp90 Hop PPI	HBB splicing	ERK AVP inh
33	Cn1cc(Cl)c(C(=O)NC2CCCCCC2)n1	i	1%	i	-1%	-1%	2%	10%	-5%	-2%	2.3%	-8%
8	CCCC(=O)Nc1nn(C)c2nc3cc(C)ccc3cc12	i	u	i	-1%	-3%	3%	2%	-20%	-1%	3.1%[0.369 µM]	15%
2	COc1cc(S(=O)(=O)n2nnc3ccccc32)c(OC)cc1Cl	u	u	i	5%	1%	-12%	u	-5%	4%	1.2%	-1%
6	CCN(CC)C(=O)C(C)N(C#N)c1nc(NC(C)C)nc(NC(C)C)n1 (stereo not given)	x	15%	x	2%	0%	-5%	-2%	-13%	-3%	0.4%[9.22 µM]	-2%

# Single records (already shown).
# `CSc1ccccc1NC(=O)c1cc(-c2cccs2)on1` across the screens: TexasRed autofl: i; CRE-bla Fsk: u; Rhodamine fluor: i; DNA Pol III inh: 0%; Luciferase inh: -6%; 15-hLO inh: -5%; HADH2 inh: u; Tau filament bind: 73%; Hsp90 Hop PPI: 4%; HBB splicing: -1.5%; ERK AVP inh: 30%
# `COc1ccc(C(=O)N2CCCCC2)cc1S(=O)(=O)Nc1ccccc1` across the screens: TexasRed autofl: i; CRE-bla Fsk: u; Rhodamine fluor: i; DNA Pol III inh: 5%; Luciferase inh: 2%; 15-hLO inh: 4%; HADH2 inh: 7%; Tau filament bind: -11%; Hsp90 Hop PPI: 2%; HBB splicing: -0.8%; ERK AVP inh: 11%
